# Bioassay records (PubChem)
# ERp5 block = inhibitors of ERp5-driven insulin aggregation, primary screen, biochemical, turbidity, absorbance 650 nm, single point. 0.05% of 350,000 active. AID 651711, 2012. Protein disulfide-isomerase A6 (Homo sapiens), Q15084. inhibition, % at 9.99 µM. 90 min;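 active = mean replicate inhibition above about 25%, with every replicate also reaching it, limit read from the data, passing the limit was not always enough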
# Target sequence (Q15084 whole entry, looked up): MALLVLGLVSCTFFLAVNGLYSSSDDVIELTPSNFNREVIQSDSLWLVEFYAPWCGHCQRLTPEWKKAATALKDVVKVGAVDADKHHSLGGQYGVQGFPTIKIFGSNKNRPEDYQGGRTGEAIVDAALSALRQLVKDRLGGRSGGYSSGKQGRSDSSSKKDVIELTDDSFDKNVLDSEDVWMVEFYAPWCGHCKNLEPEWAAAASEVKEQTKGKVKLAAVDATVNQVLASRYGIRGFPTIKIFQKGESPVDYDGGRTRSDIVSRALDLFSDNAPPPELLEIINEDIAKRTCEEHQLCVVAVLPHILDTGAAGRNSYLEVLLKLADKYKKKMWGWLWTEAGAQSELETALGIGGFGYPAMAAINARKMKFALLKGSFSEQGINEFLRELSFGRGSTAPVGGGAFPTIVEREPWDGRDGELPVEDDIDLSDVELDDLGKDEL
# Cneo AK release = Cryptococcus neoformans cell lysis inducers, primary screen, AK release luminescence, single concentration; 0.2% of 360,000 active; C. neoformans lysis, adenylate kinase release luminescence, 4 h; normalised: neutral wells 0, clomiphene wells 100; lysis activity, % at 15 µM;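 active = mean lysis activity across replicates of at least 80%, whatever share of replicates individually reach that level; inactive = mean lysis activity below 80%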
#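 Material: C. neoformans cells; Schedule: 4 h static compound exposure, 37 °C, read 1 h post-reagent; Measured by: adenylate kinase release luminescence; Read-out: signal increase indicating cell lysis; Controls: Clomiphene as positive lysis control.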
# SIRT5 inh = SIRT5 desuccinylase inhibitors, primary screen, biochemical, fluorescence imaging, single point, set 5 | NAD-dependent protein deacylase sirtuin-5, mitochondrial (Homo sapiens), Q9NXA8 | Purified SirT5, succinyl-peptide AMC, trypsin-coupled fluorescence | inhibition, % at 15 µM | 1.1% of 330,000 active; in the data active = inhibition above about 15%
# Target sequence (Q9NXA8 whole entry, looked up): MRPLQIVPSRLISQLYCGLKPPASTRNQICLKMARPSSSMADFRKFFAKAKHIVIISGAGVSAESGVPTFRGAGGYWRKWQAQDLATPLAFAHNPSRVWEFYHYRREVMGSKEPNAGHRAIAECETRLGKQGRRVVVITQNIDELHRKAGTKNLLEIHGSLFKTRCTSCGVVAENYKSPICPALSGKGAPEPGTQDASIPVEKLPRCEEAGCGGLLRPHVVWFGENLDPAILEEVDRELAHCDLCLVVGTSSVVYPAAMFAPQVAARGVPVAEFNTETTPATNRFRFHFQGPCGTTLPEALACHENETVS
# miR122 inh = miR-122 Renilla sensor signal increase in Huh7, primary screen, miR-122 inhibitor project, cell-based, single point, plate reader; Huh7 miR-122 Renilla luciferase sensor, 48 h; neutral wells = 0, positive control = 100; activation (reporter increase), % at 12.5 µM; 0.3% of 340,000 active; AID 602342, 2012;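 active = mean replicate activation score at least 90 and every replicate individually at or above 90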;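 note: higher luciferase means less miR-122 activity so hits act as miR-122 inhibitors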
# esBAF inh = Bmi1 luciferase reporter increase in mESCs, primary screen, esBAF inhibitor project, mouse ES cells, Bmi1 luciferase knock-in, single point; 24 h; 100% = twice the neutral-well signal; reporter increase, % at 12.5 µM; 2% of 350,000 active; AID 602393, 2012; in the data active = activation above about 40%;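 note: 0% = median of the plate's neutral control wells and 100% = double that signal; a rise in the Bmi1 reporter signal indicates esBAF inhibition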
# Statin myotox sup = suppressors of statin myotoxicity in C2C12 myotubes, primary screen, cell-based, single point, plate reader. C2C12 myotubes + simvastatin, ATP luminescence, 48 h; scaled: DMSO 0, geranylgeraniol control 100. rescue of ATP level, % at 7.49 µM. 0.78% of 330,000 active. AID 602340, 2012;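 active = mean ATP rescue above about 67%, or every replicate alone reaching that limit, limit read from the data, passing the limit was not always enough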;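 note: myotubes were challenged with 10 µM simvastatin during compound exposure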
# ARNT TACC3 PPI = disruptors of ARNT/TACC3 protein interaction, primary screen, biochemical, AlphaScreen, single concentration; Transforming acidic coiled-coil-containing protein 3 (Homo sapiens), Q9Y6A5; inhibition, % at 9.99 µM; 0.66% of 390,000 active; AlphaScreen His-ARNT PAS-B/GST-TACC3 binding, luminescence; TACC3 fragment carries E629A point mutation;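 active = mean inhibition of replicates at least 50% and at least half of replicates each reaching 50%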;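 note: 0% = complete ARNT plus TACC3 wells and 100% = ARNT alone without TACC3; many hits fall short of the cut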
# * hit, by the source's call; x = not tested or not shown; [ ] = dose if it differs, or a comment.
SMILES,ERp5 block,Cneo AK release,SIRT5 inh,miR122 inh,esBAF inh,Statin myotox sup,ARNT TACC3 PPI
N#C[C@H]1[C@@H](c2ccc(C3=CCCC3)cc2)[C@@H](CO)N1C(=O)c1ccccn1,0,7,-1,x,-8,-8,20
O=C(COC(=O)Cc1ccsc1)Nc1ccc(S(=O)(=O)N2CCOCC2)cc1,3,x,-7,x,x,x,2
C/C(=N/NC(=O)c1cc(C)[nH]n1)c1ccco1,2,x,0,x,x,x,5
CCC1CCCCN1C(=O)COC(=O)COc1ccc(Br)cc1 (stereo not drawn),4,0,3,-12,-9,2,-3
CCCCNC(=O)COC(=O)c1ccc(Cl)c(S(=O)(=O)N2CCCC2)c1,x,3,x,-15,x,x,-6
O=C(c1ccc(OC2CCN(C/C=C/c3ccccc3)CC2)cc1)N1CCCCC1,-1,4,-1,3,4,-8,4
CC(=O)Nc1ccc(S(=O)(=O)NNC(=O)c2cccc([N+](=O)[O-])c2)cc1,-1,3,7,x,-3,11,-2
CCC(=O)Nc1ccc(NC(=O)CSc2nnnn2-c2ccc(OC)cc2)cc1,0,-4,-1,-3,-3,-47,-2
O=C(Cn1nnc(-c2cc(Cl)ccc2-n2cnnn2)n1)N1CCCc2ccccc21,x,3,x,x,5,-24,1
O=C(Nc1ccc2c(c1)OCCO2)NC1(C(F)(F)F)Oc2ccccc2O1,3,-5,4,-11,-26,9,5
C[C@@H]1CCCCO[C@@H](CN(C)Cc2ccc(C(F)(F)F)cc2)[C@@H](C)CN([C@H](C)CO)C(=O)c2cc(NC(=O)C3CCCCC3)ccc2O1,x,-3,x,-4[16.7 µM],-3,x,1
C/C=C/c1ccc([C@@H]2[C@@H](CO)N(C(=O)CC)[C@H]2CNC(=O)CC)cc1,1,-2,-3,6[16.7 µM],1,-17,-2
Cc1ccc2nc(N/N=C/c3ccccc3C#N)nc(-c3ccccc3)c2c1,-3,0,0,-1,3,22,3
Cc1ccc(C)c(N2CCN(C(=O)c3ccc(N4CCCC4=O)cc3)CC2)c1,x,0,x,x,1,-5,-1
C[C@H]1CCCCO[C@@H](CN(C)CC2CCCCC2)[C@@H](C)CN([C@@H](C)CO)C(=O)c2cc(NC(=O)Nc3cccc4ccccc34)ccc2O1,-7,-3,-1,-33[16.7 µM],-10,x,0

# Sorted by the number under SIRT5 inh (descending): 6 of the compounds above.
SMILES	ERp5 block	SIRT5 inh	miR122 inh	esBAF inh	ARNT TACC3 PPI
CC(=O)Nc1ccc(S(=O)(=O)NNC(=O)c2cccc([N+](=O)[O-])c2)cc1	-1	7	x	-3	-2
O=C(Nc1ccc2c(c1)OCCO2)NC1(C(F)(F)F)Oc2ccccc2O1	3	4	-11	-26	5
CCC1CCCCN1C(=O)COC(=O)COc1ccc(Br)cc1 (stereo not drawn)	4	3	-12	-9	-3
Cc1ccc2nc(N/N=C/c3ccccc3C#N)nc(-c3ccccc3)c2c1	-3	0	-1	3	3
CCC(=O)Nc1ccc(NC(=O)CSc2nnnn2-c2ccc(OC)cc2)cc1	0	-1	-3	-3	-2
C/C=C/c1ccc([C@@H]2[C@@H](CO)N(C(=O)CC)[C@H]2CNC(=O)CC)cc1	1	-3	6[16.7 µM]	1	-2

# More results follow.
SMILES,ERp5 block,Cneo AK release,SIRT5 inh,miR122 inh,esBAF inh,Statin myotox sup,ARNT TACC3 PPI
Cn1nc([N+](=O)[O-])c(C(C#N)c2ccccn2)c(Cl)c1=O (stereo not drawn),-8,2,0,4,13,20,12
O=C(CN1C(=O)C2CC=CCC2C1=O)Nc1ccc(S(=O)(=O)Nc2ncccn2)cc1 (stereo not drawn),-2,-2,1,-6,-5,-1,-3
Cn1c(SCC(=O)Nc2nc3ccccc3s2)nnc1-c1ccccc1,x,0,x,-2,-7,7,-4
CN(C)C(=O)c1cc(C(=O)c2c(F)cccc2F)c[nH]1,1,0,-2,-13,1,8,0
Cn1ncc(-c2ccno2)c1C(=O)O,5,x,-1,x,x,x,-28
Cc1cc2ccccc2c(=O)n1CC(=O)Nc1ccc2c(c1)OCCO2,x,1,x,-2,-12,6,-4
COc1ccc(C(CNC(=O)c2ccc(-n3cnnn3)cc2)N2CCOCC2)cc1 (stereo not drawn),x,-2,x,3,0,-18,1
CCn1cc(C(=O)NCCCOC)c(=O)c2cc(S(=O)(=O)N(C)C)ccc21,-1,1,-1,-6,4,5,0
O=C(O)CCCn1cc(NC(=O)c2ccc(Br)o2)cn1,4,x,-3,x,x,x,-7
COc1cccc(COC(=O)c2ccc(S(=O)(=O)N3CCC(C)CC3)cc2)c1OC,9,-4,-5,2,-1,-2,-4
Cc1noc(C)c1S(=O)(=O)Nc1ccc2c(c1)CC(=O)N([C@@H](C)CO)C[C@H](C)[C@H](CN(C)C(=O)Nc1ccc(C(F)(F)F)cc1)O2,-3,-1,-3,11[16.7 µM],1,-25,-3
C[C@@H]1CN([C@H](C)CO)C(=O)c2cccc(NC(=O)Nc3ccccc3)c2O[C@@H]1CN(C)C(=O)Nc1ccc(C(F)(F)F)cc1,-6,1,1,-12[16.7 µM],1,-30,3
Cc1cccc(NC(=O)Cn2ccn(-c3ccc4c(c3)OCCO4)c(=O)c2=O)c1,-1,0,0,3,-5,8,x
NCCCNc1nc(N)c([N+](=O)[O-])c(NC2CCCCC2)n1,1,0,-1,x,-2,105*,4
CCOC(=O)c1c(-c2ccc(C)o2)csc1NC(=O)COC(=O)c1cccs1,x,0,x,4,0,-11,5

# 2 records picked at random from those above:
SMILES,ERp5 block,Cneo AK release,SIRT5 inh,miR122 inh,esBAF inh,Statin myotox sup,ARNT TACC3 PPI
Cn1ncc(-c2ccno2)c1C(=O)O,5,x,-1,x,x,x,-28
NCCCNc1nc(N)c([N+](=O)[O-])c(NC2CCCCC2)n1,1,0,-1,x,-2,105*,4

# Further entries.
SMILES,ERp5 block,Cneo AK release,SIRT5 inh,miR122 inh,esBAF inh,Statin myotox sup,ARNT TACC3 PPI
CCOC(=O)C1=C(O)/C(=C/c2cc(C)n(-c3ccccc3)c2C)N=C1C,4,x,4,x,x,x,27*
Cc1noc(C)c1S(=O)(=O)N1CCC(C(=O)O)CC1,2,1,-1,x,-1,0,x
Cc1ccc(OCC(=O)N(Cc2nnc(-c3ccccc3Cl)o2)C2CC2)cc1C,2,3,-2,12,4,-22,3
O=C(C(=O)N1CCN(c2ccccc2)CC1)c1c[nH]c2ccccc12,-15,x,-1,x,x,x,15
O=C1N/C(=N/O)S/C1=C\c1ccccc1-n1cccn1,-3,x,3,x,x,x,2
CCNC(=O)C[C@@H]1CC[C@@H]2[C@@H](COc3ccc(NS(=O)(=O)c4ccccc4C)cc3C(=O)N2C)O1,-2,-1,-7,11[16.7 µM],-3,4,-4
COc1ccc(/C(C)=N/NC(=O)CNC(=O)COc2ccccc2)c(OC)c1,4,0,1,-5,-3,-10,-8
COC(C[C@H]1O[C@H]1[C@H](O)COCc1ccccc1)OC,-1,4,13,15,-5,2,-7
Cc1cc(O)c(C(C[N+](=O)[O-])c2ccc(Cl)cc2Cl)c(=O)o1 (stereo not drawn),4,0,-5,5,9,-24,25
CCOC(=O)C1(CCCc2ccccc2)CCN(C(=O)c2n[nH]c(CC)c2C)CC1,-7,2,x,-4,4,28,x
O=C(C[C@H]1CC[C@H]2[C@@H](COC[C@@H](O)CN2C(=O)C2CCCC2)O1)NCc1ccncc1,-16,0,-3,-4[16.7 µM],-6,7,11
COc1cccc(OCCSc2nc3ccccc3c(=O)[nH]2)c1,5,x,-5,x,x,x,-5
COc1ccc(NC(=O)N(C)C[C@H]2OCc3ccccc3-c3c(n(C)c4ccccc34)C(=O)N([C@H](C)CO)C[C@H]2C)c(OC)c1,5,-1,3,x,8,28,4
CCN(CC)CCCN(C(=O)c1ccccc1C)c1nc(-c2ccc(OC)cc2)cs1,0,-2,-3,14,3,12,12
C[C@@H]1CN([C@@H](C)CO)C(=O)Cc2cc(NC(=O)Nc3cccc4ccccc34)ccc2O[C@H]1CN(C)C(=O)Nc1ccc(F)cc1,-2,-1,4,1[16.7 µM],0,-13,6
O=C(CN1CCN(C(=O)C2CC2)CC1)Nc1ccc(Cl)cc1F,-3,x,-2,x,x,x,4
Cc1nn(Cc2ccc(C(=O)Nc3nccs3)cc2)c(C)c1Cl,x,-4,x,-4,-3,x,2
Cc1ccc(CNS(=O)(=O)c2c(N)n(C)c(=O)n(C)c2=O)cc1,-2,1,2,x,1,7,2
Cc1noc(NC(=O)c2cccc(Cl)c2Cl)c1C#N,2,x,3,x,x,x,-4
Cc1ccc(-c2nc(C)sc2CC(=O)OCC(=O)Nc2cccc([N+](=O)[O-])c2)cc1,8,x,0,x,x,x,-16
Cn1c(=O)c2c(nc(SCC(=O)N3CCc4ccccc4C3)n2C)n(C)c1=O,-1,x,0,x,x,x,8
NC(=O)COc1ccc2oc(-c3ccccc3)cc(=O)c2c1,1,-24,-10,4,x,x,12
Cc1ccc2nsnc2c1N(S(C)(=O)=O)S(C)(=O)=O,x,-4,x,7,4,14,8
Cc1cccc(-n2nc3c(c2NC(=O)c2ccc4c(c2)OCO4)CS(=O)(=O)C3)c1C,2,2,-4,-7,-4,7,-6
CCOC(=O)C(C(=O)OCC)N(C#N)c1nc(SC)nc(N(C)C)n1,x,0,x,-3,0,7,-8
C[C@H](CO)N1C[C@H](C)[C@H](CN(C)Cc2ccc3c(c2)OCO3)Oc2ccc(NC(=O)Nc3ccc(F)cc3)cc2CC1=O,2,2,-5,-2[16.7 µM],-4,-8,16
Cc1nnc2sc(-c3ccccn3)nn12,x,0,x,-7,-5,x,14
COc1ccc(Cc2nnc(NC(=O)Nc3ccc(F)cc3)s2)cc1OC,-1,x,-1,x,x,x,0
CCCCN(C)CCC(=O)Nc1ccc2c(c1)CCC2,8,x,-5,-4,x,x,5
COc1cc(NC(=S)NC(=O)CC(C)C)ccc1NC(=O)c1cc2ccccc2o1,-1,0,0,-5,1,-59,0
Cc1cc2nc(-c3ccco3)c(Cc3cccc(F)c3)n2c(C)c1Br,-2,-1,3,10,5,10,x
COc1ccc(CN(C)C[C@@H]2OCCCC[C@@H](C)Oc3ccc(NC(=O)NC(C)C)cc3C(=O)N([C@@H](C)CO)C[C@@H]2C)cc1,6,-3,-1,1[16.7 µM],-5,22,-4
Nn1c(-c2ccccc2)nc2ccccc2c1=O,2,1,0,-2,3,4,12
COc1cccc(S(=O)(=O)N[C@@H]2CC[C@H](CC(=O)NCc3ccc(F)cc3)O[C@H]2CO)c1,-3,7,-2,x,2,2,-7
CO[C@H]1CN(C)C(=O)c2ccc(NC(=O)c3ccno3)cc2OC[C@@H](C)NC[C@H]1C,1,5,0,x,1,7,5
CCNC(=O)C[C@@H]1CC[C@@H]2[C@H](COC[C@H](O)CN2C(=O)C2CCOCC2)O1,2,2,-1,-3[16.7 µM],-7,-1,4
CCOC(=O)C1(CCOC)CCN(Cc2cnc(-c3cccc(C)c3)nc2)CC1,-3,x,20*,0,5,9,-5
Cc1ccc(NC(=O)CNC(=O)Cc2cccc3ccccc23)c(O)c1,2,2,-1,-1,8,4,-5
COc1ccc(N(CC(=O)NCc2cccnc2)S(=O)(=O)c2c(C)nn(C)c2C)cc1,-1,1,0,-4,-4,5,-7
COc1ccc(C2=NN(C(=O)CCC(=O)O)C(c3ccccc3)C2)cc1 (stereo not drawn),-1,-3,-1,8,4,-3,1
Cc1c(C(=O)N2CCN(Cc3ccc4c(c3)OCO4)CC2)sc2ncnc(N3CCN(c4ccccc4)CC3)c12,6,0,-4,-10,-2,5,5
COc1cccc(CC2(CO)CCN(S(=O)(=O)N(C)C)CC2)c1,-4,x,1,x,x,x,-7
O=[N+]([O-])C(/C=C(/Cl)[N+](=O)[O-])=C(N1CCCCC1)N1CCCCC1,4,x,1,x,x,x,-2
COCCNc1nc(NCc2ccc(NC(C)=O)cc2)c2sccc2n1,-8,4,16*,-12,-8,-6,x
CSc1nnc(C)c(=O)n1COC(=O)COc1ccc(F)cc1,0,x,-3,0,3,7,-1
COc1cc(C(=O)Nc2cccc3cccnc23)cc(OC)c1OC,x,-1,x,-11,0,4,-8
